S1P4 antag: human S1P4 receptor antagonism. O95977. S1P4-expressing cells, antagonist mode, reporter read-out. inhibition, % at 4.98 µM. 220,000 compounds, 0.26% hits. AID 1510; in the data active = inhibition above about 29%;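 also: 0% = wells stimulated with agonist and 100% = vehicle wells without agonist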
CHOP inh: blocks CHOP induction under ER stress; AID 2732; CHO-K1 CHOP-promoter luciferase, tunicamycin-induced, 15-18 h; inhibition, % at 10 µM; 220,000 compounds, 3.8% hits;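 active = compounds that reduced the stress-induced luciferase reporter signal by more than about 70% of percent inhibition, limit read from the data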;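 also: 0% = tunicamycin plus vehicle and 100% = wells without tunicamycin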
EP2 modulator: modulates human prostaglandin E2 receptor EP2 signaling; P43116; EP2-expressing cells, cAMP HTRF FRET, PGE2 co-stimulation; induction, % at 25 µM; 260,000 compounds, 0.83% hits;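 active = compounds whose cAMP rise, as percent of the full-agonist control response, exceeds 60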;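 also: rat C6 glioma line stably carrying human EP2 under a CMV promoter; the protocol text gives 20 µM as final concentration; 100% = response of wells given 1 µM PGE2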
TRPN1 ag: agonists of zebrafish TRPN1 channel; HEK293 zebrafish TRPN1-YFP, Fluo-8 calcium fluorescence; 100% = response to 87 µM carbachol; activation, % at 3 µM; 220,000 compounds, 0.18% hits; AID 1424;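 active = activation above its plate's cutoff, the mean activation of test wells on that plate plus 3 SD, cut at about 19% in these data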;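 also: 0% = DMSO alone and 100% = 87 µM carbachol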
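Material – zebrafish TRPN1-YFP in HEK293 cells · Doses – 3 µM single point · Schedule – dye 1 h 37 °C plus 30 min RT · Signal – Fluo-8 calcium fluorescence, excitation 470-495 nm, emission 515-575 nm · Read-out – % activation versus carbachol response · Control set – carbachol high, DMSO low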
S1P4 ag: human S1P4 receptor agonism. S1P4-expressing cell line, agonist reporter assay. activation, % at 4.98 µM. 220,000 compounds, 0.35% hits. AID 1509; in the data active = activation above about 11%;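 also: 0% = DMSO vehicle and 100% = reference agonist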
NPY-Y1 antag: antagonists of human neuropeptide Y receptor Y1 | HEK293-CNG Y1 cells, membrane potential fluorescence; NPY at EC95, then isoproterenol | inhibition, % at 3.6 µM | 200,000 compounds, 1% hits | AID 1040;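 active = inhibition above the campaign mean inhibition of all tested compounds plus 3 SD, cut at about 20% in these data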;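 also: 0% = DMSO wells given NPY plus isoproterenol and 100% = isoproterenol alone without NPY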
Target sequence (P25929 whole entry, looked up): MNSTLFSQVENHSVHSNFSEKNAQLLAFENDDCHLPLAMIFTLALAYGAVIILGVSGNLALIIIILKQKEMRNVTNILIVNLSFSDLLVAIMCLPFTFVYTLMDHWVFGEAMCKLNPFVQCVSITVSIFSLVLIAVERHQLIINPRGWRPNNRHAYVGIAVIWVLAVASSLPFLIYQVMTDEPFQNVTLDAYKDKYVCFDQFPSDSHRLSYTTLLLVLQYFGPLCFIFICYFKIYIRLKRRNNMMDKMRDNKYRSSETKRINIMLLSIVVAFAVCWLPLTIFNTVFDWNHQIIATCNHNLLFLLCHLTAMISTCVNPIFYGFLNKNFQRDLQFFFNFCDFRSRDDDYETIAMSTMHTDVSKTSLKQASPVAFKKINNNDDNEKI
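Material: HEK293 cells co-expressing NPY Y1 receptor and cyclic-nucleotide gated channel. Timing: compound incubation 1 h at room temperature, readout 45 min post-stimulation. Signal: fluorescence, membrane potential probe.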
NPY2 pot ag: potentiates or activates human NPY-Y2 receptor; 220,000 compounds, 0.45% hits; AID 1359; cells expressing NPY-Y2, potentiator/agonist read-out; activation, % at 3.6 µM; in the data active = activation above about 27%;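 also: cells stimulated with NPY near EC25 plus isoproterenol at EC100; 0% = vehicle plus submaximal agonist and 100% = vehicle plus saturating agonist; some results beyond the cut were filed as inactive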
Target sequence (P49146 whole entry, looked up): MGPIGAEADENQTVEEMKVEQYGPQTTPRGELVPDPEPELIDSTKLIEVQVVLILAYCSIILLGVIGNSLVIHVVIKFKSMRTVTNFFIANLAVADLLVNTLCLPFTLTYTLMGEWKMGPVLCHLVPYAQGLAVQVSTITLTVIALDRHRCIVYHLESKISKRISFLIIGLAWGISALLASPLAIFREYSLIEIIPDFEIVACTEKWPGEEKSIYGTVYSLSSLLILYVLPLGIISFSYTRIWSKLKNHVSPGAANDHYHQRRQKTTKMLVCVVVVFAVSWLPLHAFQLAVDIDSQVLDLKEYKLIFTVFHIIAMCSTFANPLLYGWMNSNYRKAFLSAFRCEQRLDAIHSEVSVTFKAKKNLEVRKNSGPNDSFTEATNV
TRPML3 agonist: human mucolipin-3 channel agonism | HEK293 TRPML3-YFP, Fluo-8 calcium fluorescence; 100% = the carbachol control signal | activation, % at 3 µM | 220,000 compounds, 0.29% hits;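 active = activation above its plate's cutoff, the mean activation of the plate's test wells plus 3 SD, cut at about 12% in these data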;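 also: 0% = DMSO only wells and 100% = carbachol wells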
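Material: TRPML3-YFP stable HEK293 cells | Dosing: One concentration, 3 µM nominal, 0.3% DMSO | Timing: 125 s total fluorescence read per well | Technique: Fluo-8 calcium dye fluorescence, ex 470-495, em 515-575 nm | Measure: Percent activation from peak-to-basal fluorescence ratio, scaled between DMSO and carbachol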
NPY-Y1 PAM-ag: human NPY-Y1 potentiation or agonism, primary screen; activation, % at 3.6 µM; 220,000 compounds, 0.37% hits; NPY-Y1 expressing cells, potentiator/agonist activation; P25929; in the data active = activation above about 33%, passing the limit was not always enough;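 also: cells stimulated with NPY at EC10 then isoproterenol at EC100; 0% = low agonist plus stimulus and 100% = saturating agonist plus stimulus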
* marks the source's active call; other numbers are inactive results; . = no result given; & = joins results of further samples. The order is random. About 6.5% of those tested had a hit in this group.

cpd	Compound	S1P4 antag	CHOP inh	EP2 modulator	TRPN1 ag	S1P4 ag	NPY-Y1 antag	NPY2 pot ag	TRPML3 agonist	NPY-Y1 PAM-ag
1	CCS(=O)(=O)N1CCCC(C(=O)N2CCc3ccccc3C2)C1 (stereo not given)	-47	4	18	1.2	-0.1	5	10	0.5	-6
2	CCn1cc(S(=O)(=O)CC(=O)Nc2ccc(OC)cc2)c2ccccc21	-4	-4	5	-0.2	-0.7	3	14	-0.2	15
3	COC(=O)c1cc(S(=O)(=O)Nc2ccsc2C(=O)OC)oc1C	11	-10	-5	1.0	1.1	.	-19	-0.2	10
4	CS(=O)(=O)c1ccccc1-c1nc(-c2ccc([N+](=O)[O-])cc2)no1	7	-9	-19	1.6	-2.2	6	6	1.2	-12
5	Cc1ccccc1OCC(=O)N/N=C/c1cn(C)c2ccccc12	-5	32	-71	-0.3	0.9	.	-3	0.2	10
6	CCCCOC(=O)CN1C(=O)c2ccc(C(=O)OCCCC)cc2C1=O	-17	57	63*	0.0	-2.0	-4	11	0.7	-3
7	CC1=CC2=NC(=O)/C(=C\c3cccn3CCOc3cc(C)cc(C)c3)C(=N)N2O1	-11	45	14	-0.8	-0.2	6	-6	-0.3	1
8	CCCCN1C(=O)C(CC(=O)NCC)SC1=Nc1ccccc1 (stereo not given)	-2	32	52	-1.0	1.1	-4	0	-0.4	-5
9	Cn1c(SCc2cc(=O)[nH]c3ccccc23)nnc1-c1ccc(Br)cc1	-5	65	-11	-1.4	-1.4	2	-7	-0.5	15
10	O=C1NC(=O)/C(=C\c2ccc(O)cc2O)S1	-7	11	8	0.1	0.1	-1	4	1.1	-10
11	Cn1cc(CN2CCC(CO)(CCCc3ccccc3)CC2)c(-c2ccccc2)n1	5	-2	-47	1.4	1.1	.	-27	0.3	0
12	CCc1c(C)c(C#N)c2nc3ccccc3n2c1N(C)C	9	-4	-3	0.5	0.5	7	101*	0.1	-10

cpd	Compound	S1P4 antag	CHOP inh	EP2 modulator	TRPN1 ag	S1P4 ag	NPY-Y1 antag	NPY2 pot ag	TRPML3 agonist	NPY-Y1 PAM-ag
13	O=C(CSc1nnc2c(Cl)cc(Cl)cn12)N1CCOCC1	10	-8	30	0.3	-0.5	-2	-17	1.1	-17
14	O=C(CCCn1c(=S)[nH]c2cc3c(cc2c1=O)OCO3)N1CCc2ccccc2C1	-3	17	-9	-0.7	-0.1	10	9	0.4	-12
15	CO/N=C/C(=N\Nc1ccc(OC)cc1)C(=O)c1ccc(OC)cc1	-8	17	27	0.9	0.1	7	7	0.3	2
16	O=C(NNC(=O)C1CCN(c2ncccn2)CC1)c1ccncc1	1	15	25	2.5	5.1	3	8	0.7	21
17	Nc1cc(C(=O)c2ccccc2)ccc1N1CCOCC1	-17	7	-64&-54	0.9	2.0	0	-3	0.0	-8
18	COc1ccc(Cn2c(=S)[nH]c3ccsc3c2=O)cc1	-14	33	-39	-0.7	-1.4	12	0	0.2	-28
19	NC(=O)C1(N2CCCCC2)CCN(C(=O)NC2CCCCC2)CC1	-31	1	1	0.7	-0.6	-3	9	0.0	4
20	CC1=CC(c2ccccc2)n2nc(NS(=O)(=O)c3ccc(C)cc3)nc2N1 (stereo not given)	7	-3	-9	0.9	0.0	6	26	0.6	-8
21	CCOC(=O)c1ccccc1Cc1nc2ccccc2c(=O)[nH]1	-8	2	5	-0.1	-0.4	1	-6	-0.1	-3
22	CN1CCN(C(=O)c2cn(-c3ccccc3)nc2-c2cccs2)CC1	-10	-4	2	0.3	1.5	5	5	0.7	8
23	COc1ccc(-c2c(C#N)c(N)nc3c2c(=O)n(C)c(=O)n3C)cc1Cl	-1	.	.	0.9	-1.4	-1	2	0.2	-14
24	O=c1c2ccccc2ncn1Cc1cccc2ccccc12	15	-5	-37	-1.0	-0.9	-2	-5	0.5	-13

Compound profiles (already shown). Order of values: S1P4 antag	CHOP inh	EP2 modulator	TRPN1 ag	S1P4 ag	NPY-Y1 antag	NPY2 pot ag	TRPML3 agonist	NPY-Y1 PAM-ag
Listed for O=C(CCCn1c(=S)[nH]c2cc3c(cc2c1=O)OCO3)N1CCc2ccccc2C1 → -3	17	-9	-0.7	-0.1	10	9	0.4	-12
Listed for CO/N=C/C(=N\Nc1ccc(OC)cc1)C(=O)c1ccc(OC)cc1 → -8	17	27	0.9	0.1	7	7	0.3	2

Carrying on:
cpd	Compound	S1P4 antag	CHOP inh	EP2 modulator	TRPN1 ag	S1P4 ag	NPY-Y1 antag	NPY2 pot ag	TRPML3 agonist	NPY-Y1 PAM-ag
25	CC(=O)NN1C(=O)/C(=C/c2ccc(C(C)C)cc2)SC1=S	-23	27	29	0.0	1.9	7	-13	0.7	-17
26	CC(=O)Nc1ccc(-n2c(=O)c3ccccc3c3ccccc3c2=O)cc1	-4	10	-61	1.6	0.7	8	-8	1.1	-2
27	CCc1ccc(OC(=O)c2ccn(CC)n2)cc1	-3	13	-13	-0.5	-0.8	-2	-12	0.1	-16
28	O=C(Cc1ccccc1)Nc1ccc(Br)c(Cl)c1	10	35	0	-1.1	-1.4	-4	9	0.3	12
29	Cc1nc2ccc(NC(=O)c3ccc(Cl)nc3)cc2s1	-14	11	14	4.7	0.7	.	0	1.2	5
30	Cn1cc(-c2cccc(Cl)c2)cc(C#N)c1=O	-14	12	-54	-0.6	0.4	7	7	0.2	-5
31	O=C1CC(c2cccs2)CC(O)=C1C=NCCN1CCNCC1 (stereo not given)	-17	42	17	0.8	-3.1	-4	3	0.6	-21
32	CC(C)Cn1c(N)c(C(=O)COC(=O)C2CC(=O)N(Cc3ccccc3Cl)C2)c(=O)n(C)c1=O (stereo not given)	2	32	-32	1.4	1.1	-1	9	1.9	-2
33	Cc1[nH]c2ccccc2c1NC(=O)CN1CCN(c2cccc(C(F)(F)F)c2)CC1	15	61	-21	1.6	0.0	-6	2	1.5	-1
34	Cc1ccccc1SCc1noc(C(=O)NCC2CCCO2)c1C(=O)O (stereo not given)	0	-3	-7	0.9	-2.4	8	-11	1.0	2
35	Cc1ccc(CN(C)CC(=O)Nc2cccc([N+](=O)[O-])c2)o1	-43	37	-27	-1.2	0.5	-2	-31	-0.5	-5
36	COc1ccc(N2C(=O)C(CC(N)=O)N(NC(=O)c3cccc(OC)c3)C2=S)cc1 (stereo not given)	10	11	36	-0.4	-1.8	3	-3	0.6	-9

cpd	Compound	S1P4 antag	CHOP inh	EP2 modulator	TRPN1 ag	S1P4 ag	NPY-Y1 antag	NPY2 pot ag	TRPML3 agonist	NPY-Y1 PAM-ag
37	CCNC(=O)CCc1nc(-c2ccc(C)cc2)no1	0	11	2	1.8	0.4	.	20	1.2	-5
38	COC(=O)c1ccccc1N=Nc1c(C)[nH][nH]c1=O	-20	14	10	1.5	0.5	.	-6	0.2	19
39	CCCC(=O)NNc1cc(=O)c2c(=O)n(C)c(=O)n(C)c2[nH]1	7	22	21	1.4	-1.5	2	-3	1.1	13
40	O=C(Nc1ccc2c(c1)OCO2)Nc1cnccn1	-25	14	15	0.3	1.1	1	-1	0.0	-13
41	COC(=O)C1=NN[C@H](C(=O)OC(C)(C)C)[C@H]1c1ccccc1	7	-14	10	-0.1	1.1	1	-7	-0.4	-6
42	CCOC(=O)CCc1c(C)n(CC)c2ncnn2c1=O	11	21	-17	1.6	0.1	2	9	0.6	16
43	Cn1ncc2nc[nH]c(=O)c21	-3	7	11	-0.1	0.9	0	-10	-0.2	-26
44	Brc1cnc(N2CCCC2)nc1N1CCOCC1	-9	13	-18	-0.7	0.9	3	7	-0.2	-17
45	O=C(O)CSCc1ccc(C(=O)O)o1	-6	15	12	-0.6	-1.6	1	-10	0.2	-21
46	CCOC(=O)c1ccc(N/C(=N/S(=O)(=O)c2ccccc2)c2ccccc2)cc1	-7	20	19	-2.1	0.1	4	1	-0.9	20
47	O=C(Nc1c(Cl)cccc1Cl)c1ccc(-c2ccccc2)cc1	11	48	-29	-0.9	-0.5	5	6	0.1	8
48	CN(C)CCNc1oc(COc2ccc(Cl)cc2)nc1C#N	-3	14	-4	-0.9	-1.1	3	-5	0.3	-22

cpd	Compound	S1P4 antag	CHOP inh	EP2 modulator	TRPN1 ag	S1P4 ag	NPY-Y1 antag	NPY2 pot ag	TRPML3 agonist	NPY-Y1 PAM-ag
49	CCOC(=O)Cn1nc(C)n(-c2ccc(C)cc2)c1=O	-9	-11	-1	0.9	-1.2	0	1	0.5	14
50	C=CCn1c(-c2csc(-c3ccc(OC)c(OC)c3)n2)n[nH]c1=S	-3	10	37	-0.9	2.1	11	-8	0.0	-32
51	CCC(C)(C)c1ccc(Oc2ccc(NC(=O)COC(=O)C3=COCCO3)cc2)cc1	8	80*	-12	0.4	2.5	-1	6	0.4	-7
52	COCCOCC(O)CN1CCN(c2ccc(C)cc2)CC1 (stereo not given)	-18	16	14	0.7	-0.4	5	-7	0.8	12
53	COc1ccccc1CN1CC(C(=O)NCC2CCCO2)CC1=O (stereo not given)	-3	-15	19	0.8	0.7	4	8	0.4	-1
54	O=c1[nH]c2cc3c(cc2cc1CN(Cc1cccs1)Cc1nnnn1Cc1ccco1)OCCO3	-11	42	-3	3.5	-0.5	9	-17	0.8	-20
55	CN(C)/C=C1\C(=O)N(c2ccc([N+](=O)[O-])cc2)N=C1c1ccccc1	4	1	1	0.3	-1.6	-4	20	-0.2	34
56	CC1CCc2c(sc3nc(CN4CCN(S(=O)(=O)c5ccccc5[N+](=O)[O-])CC4)[nH]c(=O)c23)C1 (stereo not given)	-5	27	4	-1.0	3.6	-5	3	0.5	2
57	CCCOC(=O)c1ccc(OC(=O)c2ccco2)cc1	5	18	3	0.6	0.3	6	-15	-0.2	-8
58	Cc1nn(-c2ccccn2)c2nc(-c3cccs3)cc(C(=O)N3CCOCC3)c12	-4	-37	-8	3.7	0.0	7	1	-0.1	5
59	COc1cccc(/C=N/NC(=O)c2ccccc2N(Cc2ccccc2)S(=O)(=O)c2ccccc2)c1OC	-2	17	29	-1.6	-0.4	3	-12	-1.4	-4
60	COC(=O)c1sc(NC(=O)Cc2cccs2)nc1C	-18	-3	1	0.0	2.2	-3	1	0.5	-23
